# HEK293 NFkB inh – inhibitors of PMA/ionomycin-induced NF-kB reporter, primary screen, antigen receptor NF-kB inhibitor project, cell-based, HEK-293 luciferase reporter, luminescence; AID 465, 2006; inhibition, % at 3 µM; HEK-293 NF-kB luciferase reporter; hit rate 0.21% among 62,000;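 active = inhibition above the mean of all tested compounds plus 3 SD, cut at about 40% in these data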;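 note: 0% = stimulated DMSO wells and 100% = 10 µM reference inhibitor 5653914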
#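 Timing: 1 h pretreatment, 16 h stimulation, 37 °C; system: HEK-293 cells with stable firefly luciferase reporter driven by four HIV NF-kB elements; doses: 3 µM once, 0.30% DMSO; measured by: luciferase luminescence; control set: DMSO and 10 µM reference inhibitor; repeats: single test; reagent: PMA plus ionomycin mix as NF-kB-activating stimulus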
# D1 allo mod – D1 CRE-luciferase signal change, two-sided – cell-based, HEK293 D1, dopamine EC30, D1 allosteric modulator project, primary screen. B-score at 10 µM. hit rate 5.9% among 58,000. dopamine EC30 potentiation; actives deviate in either direction;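 active = luminescence count or its row- and column-corrected plate score outside the 99.7% band of the plate's sample wells, on either side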
# Target sequence (P21728 whole entry, looked up): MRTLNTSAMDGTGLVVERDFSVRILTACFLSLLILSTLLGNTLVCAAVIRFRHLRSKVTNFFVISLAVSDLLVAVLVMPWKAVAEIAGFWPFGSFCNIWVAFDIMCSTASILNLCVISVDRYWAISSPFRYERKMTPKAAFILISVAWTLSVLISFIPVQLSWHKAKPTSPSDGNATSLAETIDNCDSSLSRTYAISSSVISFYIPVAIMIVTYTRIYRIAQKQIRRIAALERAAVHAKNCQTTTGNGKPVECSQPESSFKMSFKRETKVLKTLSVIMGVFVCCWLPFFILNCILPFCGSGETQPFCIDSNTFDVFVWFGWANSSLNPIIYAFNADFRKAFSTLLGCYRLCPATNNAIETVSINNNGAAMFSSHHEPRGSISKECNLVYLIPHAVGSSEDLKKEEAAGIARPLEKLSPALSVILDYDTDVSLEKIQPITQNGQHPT
# TNAP act mid DEA – human TNAP enzyme activators, primary screen, biochemical, luminescent, intermediate phosphate acceptor level. activation factor at 20 µM. purified TNAP, CDP-star luminescence, 100 mM DEA, 30 min; stronger effect = higher value; scale: 0 levamisole-inhibited, 1 vehicle-only enzyme. AID 813, 2007. Alkaline phosphatase, tissue-nonspecific isozyme (Homo sapiens), P05186. 64,000 tested, under 10 active;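 active = activation factor of at least 2 at 20 µM, relative to controls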
# M1 antag – antagonists of rat M1 muscarinic receptor; Muscarinic acetylcholine receptor M1 (Rattus norvegicus), P08482; CHO-M1 cells, Fluo-4 calcium, ACh EC80 antagonist mode; stronger effect = lower value; B-score at 10 µM; hit rate 3.4% among 64,000;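 active = calcium fluorescence response, raw or row-and-column corrected B-score, differing from the plate sample mean either way at a set confidence level, mostly lower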
# Jurkat tox 60K – cytotoxicity toward Jurkat T cells, primary screen, cytotoxicity control, cell-based, Jurkat E6.1, 60K MLSMR library | Jurkat E6.1 viability, ATP luminescence, 48 h | inhibition, % at 4 µM | hit rate 1.2% among 56,000;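 active = inhibition above the mean inhibition of all tested compounds plus 3 SD, cut at about 28% in these data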
# M1 ag – M1 muscarinic receptor agonists, primary screen, CHO-M1 cells, Fluo-4 calcium, agonist mode. Muscarinic acetylcholine receptor M1. Fluo-4 calcium fluorescence; stronger effect = higher value. hit rate 3% among 64,000. B-score at 10 µM;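 active = fluorescence rise, raw or as B-score row- and column-corrected plate score, outside the 99.7% band of its plate's samples, either direction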
# tolC growth inh – growth inhibitors of E. coli tolC mutant, primary screen, strain BW25113 ΔtolC::kan, 384-well; hit rate 2.2% among 65,000; growth inhibition, % at 10 µM (by protocol); OD615;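 active = growth inhibition at or above a cutoff equal to the mean over every tested compound plus 3 SD, cut at about 60% in these data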;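 note: growth measured after 20 h incubation at 37 °C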
#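 Assay system: tolC-deleted E. coli BW25113. Medium: kanamycin-containing LB broth (50 µg/mL). Dosing: 10 µM final, single dose. Timing: bacterial growth with compound for 20 h at 37 °C. Detection: A615 absorbance measurement. Read-out basis: growth inhibition in percent.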
# NADH coupling – inhibitors of PK/LDH coupling enzymes, profiling panel, artefact control, biochemical, MLSMR library | coupled PK/LDH NADH assays, four targets | AID 774, 2007 | IC50, µM (highest dose often 10 µM), for inactives: top-dose inhibition | hit rate 0.02% among 65,000;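 active = single-dose screening hits from any of four coupled enzyme assays that gave an IC50 when retested across doses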;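 note: the DPM-DC format reads NADH fluorescence rather than 340 nm absorbance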
# SF-1 act – activators of human SF-1, primary screen, cell-based, CHO-K1, Gal4-SF-1 LBD, luciferase luminescence; Steroidogenic factor 1 (Homo sapiens), Q13285; CHO-K1 Gal4-SF-1 LBD luciferase reporter; % increase over DMSO SF-1-specific signal; hit rate 1.9% among 65,000; activation, % at 10 µM;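 active = activation above the mean activation of all tested compounds plus 3 SD, cut at about 50% in these data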
# Target sequence (Q13285 whole entry, looked up, the tested form may be a part): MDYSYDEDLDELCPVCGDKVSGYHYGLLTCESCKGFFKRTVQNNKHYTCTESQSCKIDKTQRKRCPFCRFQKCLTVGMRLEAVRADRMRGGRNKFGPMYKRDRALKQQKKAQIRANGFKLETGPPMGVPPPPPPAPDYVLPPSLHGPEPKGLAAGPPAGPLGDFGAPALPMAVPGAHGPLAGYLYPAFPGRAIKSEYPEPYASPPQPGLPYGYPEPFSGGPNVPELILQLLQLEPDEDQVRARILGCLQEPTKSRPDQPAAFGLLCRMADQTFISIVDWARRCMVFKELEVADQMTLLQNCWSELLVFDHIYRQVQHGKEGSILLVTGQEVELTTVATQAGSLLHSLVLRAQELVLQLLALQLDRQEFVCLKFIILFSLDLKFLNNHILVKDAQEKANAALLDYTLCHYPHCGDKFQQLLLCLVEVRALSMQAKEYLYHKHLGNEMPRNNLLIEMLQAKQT
#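 Assay system: CHO-K1 cells co-transfected with Gal4 DBD–human SF-1 LBD, 5xGal4 luciferase reporter; doses: 10 µM only; incubation: 20 h compound exposure at 37 °C after 1 h cell settling; signal: luciferase light emission; evaluation: percent activation versus DMSO; repeats: one test per compound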
# The depositor's hits bear a star; . = no result given; [ ] = remark or other dose. Outcome played no part in choosing rows, and some 15% of all compounds hit somewhere here.
# Each structure is followed by: M1 antag	D1 allo mod	tolC growth inh	HEK293 NFkB inh	SF-1 act	NADH coupling	Jurkat tox 60K	TNAP act mid DEA	M1 ag
> O=c1[nH]c2cc3c(cc2cc1CN(Cc1nnnn1CC1CCCO1)C1CCCC1)OCO3 (configuration not stated)
  -1.1	-3.3*	10	21	12	12%	4	0.9	0.59
> Cc1c(C(=O)O)oc2c3c(ccc12)OCCO3
  -0.45	-0.66	1	16	18	7%	3	0.9	0.0097
> CCOC(=O)c1ccc2nc(NC(=O)c3cccs3)sc2c1
  -0.18	-0.85	11	-51	-2	7%	.	1	-0.47
> COc1ccc2c(c1)c1nnc(SC)nc1n2C
  1	2.9	5	1	15	2%	-3	0.9	0.31
> O=C(c1ccccc1)N1CCN(CC#CC2(O)CCCCC2)CC1
  0.022	0.0015	-21	9	-7	5%	-2	0.9	-0.36
> O=C(O)CCc1ccc(-c2ccc(F)cc2)n1CC(=O)O
  0.62	0.52	-15	-2	10	2%	.	0.8	-0.28
> CC1CCCCN1C(=O)C1CC(c2ccc(F)cc2)=NO1 (configuration not stated)
  0.05	-0.019	-13	-27	63*	1%	-1	0.9	0.35
> COC(=O)NC(Nc1sc2c(c1C(N)=O)CCCC2)(C(=O)OC)C(F)(F)F (configuration not stated)
  -0.13	1.5	12	.	-7	0%	.	1	0.38
> Cc1nc(-c2ccc(C(=O)N3CCOCC3)cc2)cs1
  0.19	.	-15	-3	10	7%	-1	0.8	0.02
> O=C(O)Cn1cc2c(n1)CCCCC2
  0.23	.	-27	8	7	7%	6	0.9	4.3
> OCC1OC(n2nc3ccccc3n2)C(O)C(O)C1O (configuration not stated)
  0.19	-0.22	-26	6	0	8%	-2	0.9	-0.052
> O=C(O)c1ccc(S(=O)(=O)NC2CCCCC2)cc1
  0.54	-0.24	4	-7	-10	4%	1	0.9	0.86
> O=C(CCn1nc(-c2ccc(Cl)cc2)ccc1=O)N1CCOCC1
  0.26	-0.14	-15	14	1	10%	0	1	-0.28
> CCOC(=O)c1ccccc1NC(=O)Cn1c(-c2nonc2N)nc2ccccc21
  1.3	.	18	47*	-47	4%	98*	0.9	1.1
> O=C(Nc1nc(-c2ccc(S(=O)(=O)N3CCCC3)cc2)cs1)C1COc2ccccc2O1 (configuration not stated)
  -8.7*	-1.7	17	34	4	2%	13	0.9	-1.9
> CCn1c(SCC(=O)NCc2ccco2)nc2cccnc21
  .	.	-7	6	11	2%	-1	0.9	.
> COc1ccc(NC(=O)c2cc3n(n2)C(C(F)(F)F)CC(c2ccco2)N3)cc1 (configuration not stated)
  0.37	-1.4	4	3	-4	7%	-5	1	0.97
> COc1ccc(C(=O)Nc2ccccc2C(=O)NCCN2CCOCC2)cc1
  0.1	-0.74	-4	-7	4	2%	-5	0.9	0.24
> COc1ccc(C(c2nnnn2C2CCCC2)N2CCC(C)CC2)c(OC)c1 (configuration not stated)
  -0.64	-0.88	52	17	-3	5%	1	0.9	-0.091
> Cc1noc(NS(=O)(=O)c2ccc(NC(=O)CSc3n[nH]c(-c4ccccc4)n3)cc2)c1C
  0.02	1.1	0	-1	1	5%	-9	0.5	0.16
> CCCCn1c(SCC(=O)N2CCN(c3ccccc3)CC2)nc2ccsc2c1=O
  -0.28	-0.79	51	22	-1	2%	.	0.9	1
> Nc1c(C(=O)NC2CCCCC2)c2nc3ccccc3nc2n1/N=C/c1ccco1
  0.31	-0.46	-1	6	4	11%[fluoresces]	-14	0.9	-0.67
> CC1CN(C(=O)C2CCCCC2)C(C)CN1C(=O)C1CCCCC1 (configuration not stated)
  -0.021	0.47	-2	-6	-5	3%	2	0.9	-0.41
> CCCCCn1c(CN2CCN(c3cccc(Cl)c3)CC2)nc2c1c(=O)n(C)c(=O)n2C
  -0.25	-0.75	62*	12	2	3%	4	0.9	-1.2
> C=C1C(C(=O)N2CCN(C)CC2)C1C(=O)N1CCN(C)CC1 (configuration not stated)
  -0.23	0.063	-18	11	-8	4%	-3	1	-0.86
> O=C(NCCc1c[nH]c2ccccc12)c1ccc(S(=O)(=O)NCc2ccco2)cc1
  -0.036	0.021	-3	19	-11	2%	.	0.8	-0.47
> CC(=O)c1c(C)[nH]c(C(=O)Nc2cccnc2)c1C
  1.3	-0.97	-7	35	10	5%	5	0.9	-0.36
> Cc1cc(S(=O)(=O)NC2CCCC2)ccc1F
  -0.87	-0.15	-18	3	18	4%	-9	0.9	-0.74
> CCC(C)OC(=O)n1ccc(C(=O)Nc2nccs2)n1 (configuration not stated)
  0.22	-0.098	-25	9	26	2%	-2	0.7	0.0036
> COc1ccc(-c2cc(C(=O)OCC(=O)N(C)C)c3ccccc3n2)cc1
  .	0.64	16	4	-11	19%	-3	1	.

# With a hit mark in SF-1 act, among the entries above:
compound | M1 antag | D1 allo mod | HEK293 NFkB inh | SF-1 act | NADH coupling | TNAP act mid DEA | M1 ag
CC1CCCCN1C(=O)C1CC(c2ccc(F)cc2)=NO1 (configuration not stated) | 0.05 | -0.019 | -27 | 63* | 1% | 0.9 | 0.35

# New compounds follow.
# Each structure is followed by: M1 antag	D1 allo mod	tolC growth inh	HEK293 NFkB inh	SF-1 act	NADH coupling	Jurkat tox 60K	TNAP act mid DEA	M1 ag
> COCCCN(C(=O)Nc1ccc(C)c(C)c1)C(C)c1ccccn1 (configuration not stated)
  -0.026	.	-1	16	-20	3%	5	0.9	-1.6
> COC(=O)CSc1nnc(CNC(=O)c2cccs2)n1-c1cc(OC)ccc1OC
  0.79	0.24	-20	8	13	5%	-8	1	0.62
> COc1cc(C2N(c3ccc(Cl)c(Cl)c3)C(=O)C3CCCN32)cc(OC)c1OC (configuration not stated)
  -0.2	-1.3	-9	12	-2	4%	-5	1	0.63
> CCC(C)NC(=O)CSC1=Nc2ccccc2C2=NC(CC(=O)NCc3ccccc3)C(=O)N12 (configuration not stated)
  0.45	0.16	-7	15	7	6%	-4	0.9	0.36
> Cc1ccccc1OCC(=O)NCC1CCCO1 (configuration not stated)
  0.3	-0.17	-7	-1	-2	1%	-3	0.9	-0.27
> CC12CCC(=O)N1C(C(=O)Nc1cccc3ccccc13)CS2 (configuration not stated)
  -0.055	.	-7	11	-16	7%	2	0.9	1.9
> O=C(C1CC1)N(Cc1ccco1)c1nc(-c2ccccc2)cs1
  -1.4	-1.5	51	-11	16	3%	6	0.8	0.065
> CC(C)(C)n1ncc2c(=O)n(CC(=O)c3ccc(Cl)cc3)cnc21
  -0.29	-1	4	-51	87*	4%	4	.	1
> CCOC(=O)C(NC(C)=O)(Nc1ccc(S(=O)(=O)Nc2onc(C)c2C)cc1)C(F)(F)F (configuration not stated)
  0.53	-6.9*	-23	8	2	7%	-2	0.9	-0.61
> Cn1c(=O)[nH]c(=O)c2c1nc(N1CCOCC1)n2CCSc1ncccn1
  -0.04	-0.012	-26	-2	4	2%	4	.	1.3
> Cc1c(C(=O)O)sc2ncnc(N3CCCCC3C)c12 (configuration not stated)
  0.42	0.45	7	-8	9	3%	-7	0.9	-0.53
> COc1ccc(-n2c(=O)cc(N3CCCCCC3)[nH]c2=O)cc1
  0.39	-0.15	-9	17	-11	5%	-5	0.9	1.3
> COc1ccc(Cn2nnnc2C(c2cc3cccc(C)c3[nH]c2=O)N2CCOCC2)cc1 (configuration not stated)
  0.073	-0.22	-10	12	9	10%	1	0.9	-0.12
> CCCS(=O)(=O)c1nc(S(=O)(=O)c2ccc(C)cc2)c(NCCN2CCOCC2)s1
  1.3	.	1	5	4	5%	0	0.9	0.96
> Nc1sccc1C(=O)c1ccc(Cl)cc1
  -1.4	0.39	0	5	-2	2%	-7	0.9	1.2
> O=C(Nc1nnc(-c2ccco2)s1)C1CCN(S(=O)(=O)c2ccc(Cl)cc2)CC1
  -0.58	-0.27	29	14	-17	5%	0	0.9	-0.39
> O=C(c1cnc2n(c1=O)CCS2)N1CCc2ccccc21
  -0.029	-0.66	-23	10	-3	1%	-2	0.8	0.052
> COc1ccccc1-c1c(C)nn2c(NCCN3CCCC3)cc(C)nc12
  -1.9*	-1.3	-17	-8	6	2%	-7	0.9	0.062
> CC(=O)c1c(COC(=O)c2ccncc2)nc2ccccc2[n+]1[O-]
  -0.8	0.13	35	20	4	2%	1	0.9	-0.89
> Cc1cc(C)n(C(=O)CNC(=O)COc2ccccc2)n1
  0.52	-0.66	-6	3	-8	7%	-6	0.9	0.095
> Cc1cc(OCC(O)CN2CCN(CCO)CC2)ccc1C(C)C (configuration not stated)
  -0.04	-0.45	-12	0	-12	4%	3	0.9	-0.0099
> CCOC(=O)c1sc2ccc(S(=O)(=O)N3CCCCC3)cc2c1N
  -0.63	1.5	16	7	6	7%	.	0.9	-0.0085
> COc1cc(-c2noc(-c3ccco3)n2)cc(OC)c1OC
  -0.45	0.83	-2	14	5	6%	3	0.9	0.57
> COc1cc(S(=O)(=O)NC2CCCCC2)ccc1Cl
  0.2	-0.72	22	10	3	3%	1	0.9	-0.31
> Cc1ccc(OCC(=O)Nc2ccc(-c3nc4ncccc4o3)cc2)c(C)c1
  -1.2	0.41	7	-5	5	0%[fluoresces]	-6	0.8	3.3*
> CC1=C(C(=O)OCC(C)C)C(c2cccc(F)c2)N2C(=O)C(C)SC2=N1 (configuration not stated)
  -0.15	-0.36	12	1	5	4%	-2	0.9	0.89
> Cn1cccc1C(=S)N1CCOCC1
  0.29	-0.4	-17	7	4	4%	2	0.9	0.083
> CCOC(=O)c1oc2ccccc2c1CSc1nnnn1-c1ccc(C)cc1
  0.76	1.2	56	17	-4	1%	1	0.9	0.38
> Cn1c(CNC(=O)C(C)(C)C)nc2ccccc21
  1.2	-0.46	-8	19	-2	3%	.	1	-0.57
> O=C(Nc1ccccc1C(=O)O)c1ccc2ccccc2n1
  -0.16	-0.56	18	-23	80*	4%	-8	1	-0.83
> CCCC(=O)Nc1ccc(NC(=O)c2ccccc2OC)cn1
  -0.38	0.088	-9	2	0	2%	.	1	1.2
> CN1C(=O)CC(N2CCN(c3ccccn3)CC2)C1=O (configuration not stated)
  0.23	-0.053	-13	14	-3	6%	-4	0.9	-0.11

# Two entries from above, comma-delimited.
Compound,M1 antag,D1 allo mod,tolC growth inh,HEK293 NFkB inh,SF-1 act,NADH coupling,Jurkat tox 60K,TNAP act mid DEA,M1 ag
COC(=O)CSc1nnc(CNC(=O)c2cccs2)n1-c1cc(OC)ccc1OC,0.79,0.24,-20,8,13,5%,-8,1,0.62
COc1cc(-c2noc(-c3ccco3)n2)cc(OC)c1OC,-0.45,0.83,-2,14,5,6%,3,0.9,0.57

# From PubChem BioAssay
